Bioassay records deposited in PubChem by National Center for Advancing Translational Sciences (NCATS).
WRN helicase inh: blocks human WRN helicase; Q14191; Potency, µM (highest dose often 114 µM), inactives show top-dose activity change, negative = inhibition, hits mostly inhibitors; AID 651768; 0.46% of 360,000 active; WRN helicase unwinding, fluorescent forked duplex, kinetic; note: potency is the fitted concentration of half-maximal effect; % is set by controls: 0 for no effect and ±100 for the full control effect; nearly all actives have a fitted effect of over 55% in size
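Screening of the MLSMR collection measured strand separation of a quenched forked DNA duplex (100 nM) by 20 nM WRN with 2 mM ATP, all final. Compounds were preincubated with enzyme 15 min at room temperature.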
EPAC1 antagonist: antagonists of human EPAC1; O95398; AID 720709; 0.14% of 360,000 active; Potency, µM (top dose mostly 115 µM), for inactives: top-dose activity change, negative = inhibition, actives largely listed as inhibitors; EPAC1 GEF assay, Rap1b-BODIPY-GDP exchange fluorescence;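 note: potency is the fitted concentration of half-maximal effect; plate controls were vehicle for no effect and positive control for full effect; nearly all actives have a fitted effect of over 50% in size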
PI5P4Ka inh: PI5P4K alpha (human) kinase inhibition; AID 652105; max response, %; PI5P4Kalpha enzyme, ADP-Glo luminescence, 60 min; stronger effect = lower value; 1.2% of 330,000 active; P48426; active = max response of -50% or lower; inconclusive = between -30% and -50%; inactive = -30% or higher; note: value at the top dose of about 77 µM; % is set by controls: 0 for no effect and ±100 for the full control effect
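PI5P4Kalpha ADP-Glo assay; 5 microM ATP final; 60 min RT reaction; HEPES pH 7.4/EGTA/CHAPS, 5% DMSO; controls lacking substrate or enzyme; luminescent end-point.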
Mm-Cpn inhibitor: blocks the Methanococcus maripaludis chaperonin Mm-Cpn; Potency, µM (top dose mostly 76.9 µM), without a hit: at the highest dose activity, negative = inhibition, usual class: inhibitors; 0.031% of 330,000 active; AID 504842; purified Mm-Cpn ATPase, ADP Transcreener TR-FRET; note: potency is the fitted concentration of half-maximal effect; % is set by controls: 0 for no effect and ±100 for the full control effect; nearly all actives have a fitted effect of over 80% in size
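ATPase read-out: TR-FRET ADP immunoassay (anti-ADP Eu cryptate vs ADP-d2), ex 320 nm, em 590/665 nm; signal drops as ADP forms. Enzyme 25 nM, ATP 10 uM, 30 min at 37°C after 10 min compound preincubation.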
EPAC1 ag: EPAC1 (human) agonism; O95398; EPAC1 agonist qHTS, biochemical assay; response scale: 100% = response to 6.5 mM cAMP; Potency, µM (doses to about 154 µM), inactives show at the highest dose activation, usual class: activators; 0.073% of 360,000 active; note: potency is the fitted concentration of half-maximal effect; nearly all actives have a fitted effect of over 60% in size
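EPAC1 100 nM, Rap1B–BODIPY-GDP 250 nM, unlabeled GDP 50 uM; compound titration; 5 min RT; kinetic read ex480/em540 at 5-min intervals ×30 min; data normalized to 6.5 mM cAMP agonist control.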
CCT chaperon mod: modulators of cytosolic chaperonin (CCT/TRiC) activity; purified chaperonin ATPase assay, HTRF ADP detection, 30 min; activity change, % (test concentration not listed), hits read low; 0.3% of 360,000 active; AID 651819; in the data active = activity change below about -30%; note: % is set by controls: 0 for no effect and ±100 for the full control effect
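First, chaperonin was dispensed at 40 nM or 20 nM final depending on batch activity. Next, compounds were pinned at 76 uM and ATP added at 10 uM. After 30 min at 37 °C, ADP detection reagents ran 30 min at ambient temperature.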
PLK1 PBD inh: PLK1 (human) polo-box domain binding inhibition; P53350; Plk1 PBD binding of FITC phosphopeptide, fluorescence polarization; Potency, µM, without a hit: max response, negative = inhibition, hits mostly inhibitors; 2.8% of 360,000 active; AID 720504; note: potency is the fitted concentration of half-maximal effect; series mostly up to about 57 µM; % is set by controls: 0 for no effect and ±100 for the full control effect; nearly all actives have a fitted effect of over 65% in size
EPAC2 antag: antagonists of human EPAC2; Q8WZA2; EPAC2 GEF exchange of Rap1B-BODIPY-GDP, fluorescence; Potency, µM (series often up to 114 µM), inactives show at the highest dose activity, negative = inhibition, hits mostly inhibitors; 0.18% of 360,000 active; note: potency is the fitted concentration of half-maximal effect; % is set by controls: 0 for no effect and ±100 for the full control effect; nearly all actives have a fitted effect of over 45% in size; many of its hits are not listed in these tables
Numbers without * were called inactive; ? = inconclusive; . = not tested or not shown; [ ] = remark or other dose. Unless noted, calls come from the whole dose curve; as a rule, active = well fitted curve in the direction sought with a large enough effect; inconclusive = small, poorly fitted or top-dose-only effect, or another doubt; inactive = no such curve, though single readings can be large; an effect the other way counts as inactive or inconclusive. Some of the compounds tested. The share of hits here may be higher or lower than overall.

Below each SMILES – WRN helicase inh, EPAC1 antagonist, PI5P4Ka inh, Mm-Cpn inhibitor, EPAC1 ag, CCT chaperon mod, PLK1 PBD inh, EPAC2 antag
- COc1ccc(OC)c(CN2C(=O)c3ccccc3C2c2nnnn2Cc2ccccc2)c1 (stereo not drawn)
    0%, -8%, -1, ., 4%, -3.2, -9%, -26%
- O=C(CN1C(=O)CCSc2ccccc21)Nc1ccc2c(c1)OCO2
    -3%, -1%, ., 1%, 1%, -1.2, -5%, 4%
- CCN(CC)CCNC(=O)NC(=O)c1ccc(Cl)cc1
    2%, 0%, 2, 1%, -5%, -4.5, -9%, 16%
- O=C(CSc1ccc(Cl)cc1Cl)N1CCC(c2nc3ccccc3s2)CC1
    -5%, -7%, -2, 0%, 4%, -4.2, -6%, 0%
- CN(C)c1nc2n(c(=S)n1)CCS2
    -2%, 13%, -1, 1%, -5%, 0.5, -1%, 15%
- CCCCc1nc2cc(C(=O)NCc3cc(C)n(C)n3)ccc2o1
    4%, -7%, -6, 4%, 2%, -3.3, -14%, -1%
- CCOc1ncccc1C(=O)Nc1cc(S(=O)(=O)N2CCOCC2)ccc1N1CCCC1
    -9%, -15%, 7, 0%, -2%, -3.0, -4%, -12%
- Cc1ccc(S(=O)(=O)N[C@H](C(=O)N2CCC(C(=O)N3CCC[C@H]3C(=O)O)CC2)C(C)C)cc1
    -1%, 6%, 0, -1%, -3%, 1.5, -9%, 12%
- CN(C)CCCNc1nc(-c2ccccc2)c2c(c1C#N)CC(C)(C)OC2
    2%, 6%, -3, -22%, 19%, -1.1, 24µM*, -2%
- OCCN(Cc1ccccc1)Cc1ccc(Cl)cc1Cl
    -11%, -4%, ., 0%, 23%, -1.7, -3%, -7%
- CC(C)Oc1ccc(C(CC(=O)O)NC(=O)C(Sc2ccccc2)c2ccccc2)cc1 (stereo not drawn)
    -6%, -3%, 9, 1%, -3%, -2.9, -8%, -1%
- O=C(NCCS(=O)(=O)N1CCCCCC1)c1ccc(F)cc1
    6%, 0%, 3, -1%, 6%, -2.6, -7%, 4%
- Cn1c(=O)c2c(SCc3cccc(C(F)(F)F)c3)nc(-c3ccco3)nc2n(C)c1=O
    8%, 8%, ., -1%, 10%, -3.6, -3%, 3%
- Cc1cc(C(=O)Nc2cccc(O)c2)c(C)o1
    -2%, 24%, ., 0%, -2%, 0.6, -5%, 19%
- CCN(CC)C(=O)c1ncn2c1C(=O)N(C)CC2
    8%, -1%, -10, ., -1%, 0.0, -9%, 12%
- CCN(CC)c1ccc(C(NC(=O)C(C)C)c2ccc3cccnc3c2O)cc1 (stereo not drawn)
    -5%, 9%, 0, ., -26%, 0.0, -3%, 5%
- CCOCCCNC(=O)c1ccc(NC(=O)C2=CSCCO2)cc1
    -4%, -4%, 5, -1%, 8%, 0.8, -9%, 0%
- Cn1cc(S(=O)(=O)N2CCN(c3ccc(F)cc3)CC2)c(=O)n(C)c1=O
    4%, -8%, 9, -1%, 4%, 0.2, 3%, -6%
- Cc1sc2ncn(/N=C/c3ccco3)c(=O)c2c1C
    4%, -10%, -3, -1%, 4%, 0.1, -11%, -1%
- CCc1ccc(S(=O)(=O)NCCc2csc(C)n2)s1
    -14%[57.1 µM], 3%, 4, 1%, 9%, -2.2, -7%, 1%

Continued.
Molecule	WRN helicase inh	EPAC1 antagonist	PI5P4Ka inh	Mm-Cpn inhibitor	EPAC1 ag	CCT chaperon mod	PLK1 PBD inh	EPAC2 antag
CN(C)c1ncc(C(=O)O)cn1	0%	-14%	0	-1%	-1%	-0.6	-10%	-8%
O=C(CSc1nnc2c(Cl)cc(Cl)cn12)NC1CCS(=O)(=O)C1 (stereo not drawn)	0%	0%	-3	1%	3%	-3.5	-5%	8%
CCn1c(=S)sc2c(=O)n(-c3ccccc3)c(SCC(=O)NCc3ccco3)nc21	-2%	10%	.	-4%	16%	-2.0	-5%	-1%
Cc1cc2c(cc1C)NC(=O)CC(c1ccccc1)=N2	10%	-1%	17	.	-12%	-0.9	3%	9%
Cc1ccc(-c2nnc(SCc3nc4ccccc4[nH]3)n2Cc2ccco2)cc1	2%	25%	.	1%	-2%	-1.6	-12%	0%
Cc1cc(C(=O)O)c(C)n1Cc1ccncc1	0%	3%	0	1%	-2%	0.6	2%	0%
COc1cccc(NC(=O)CN(C)C(C)C(=O)Nc2ccc(S(=O)(=O)N3CCOCC3)cc2)c1 (stereo not drawn)	-1%	2%	6	0%	-8%	0.8	3%	0%
O=C(NCc1ccccc1Cl)c1ccc(Cn2cc(C(F)(F)F)ccc2=O)cc1	0%	-4%	.	1%	13%	-5.0	-8%	-13%
COCCn1nnnc1CN1CCC(NC(=O)c2ccc(Br)cc2)CC1	7%	0%	-1	0%	6%	-2.1	-20%	5%
Cc1ccc(S(=O)(=O)N2CCN(c3nn(C)c(=O)n(C)c3=O)CC2)cc1C	5%	-1%	2	0%	5%	-1.1	-4%	-1%
Cc1ccc(NC(=O)Nc2nnc([C@@H]3C[C@H](O)[C@@H](CO)O3)s2)cc1	-4%	-11%	7	.	2%	0.6	4%	8%
C[C@H](NC(=O)[C@H]1N2C(=O)c3ccccc3C2SC1(C)C)C(=O)N1CCC[C@H]1CO (stereo partly drawn)	2%	-1%	-1	0%	-11%	-5.2	-9%	13%
CN(C)C(=O)CCSc1nnc(-c2ccco2)o1	3%	-13%	1	-7%	-1%	0.7	0%	15%
N#Cc1ccccc1S(=O)(=O)N1CCN(C(=O)C2CC(=O)N(c3ccc4c(c3)OCCO4)C2)CC1 (stereo not drawn)	-12%	5%	-16	1%	13%	-0.3	-14%	-2%
CCOc1ccc(NS(=O)(=O)c2ccc3[nH]c(=O)oc3c2)cc1	-2%	?	0	-9%	-20%	2.4	-2%	-27%
COc1ccc(-c2c(C#Cc3ccsc3)c3cc(-c4ccc(C(N)=O)cc4)ccc3n2C)cc1	-1%	9%	-1	-4%	-12%	-2.5	2%	11%
COc1cccc2cc(-c3cn4cccc(C)c4n3)c(=O)oc12	3%	5%	.	.	12%	-1.7	-6%	-2%
Cc1nnc(SCc2nc3ccccc3s2)n1N	6%	-3%	-6	-2%	4%	-0.3	-1%	3%
Cc1occc1C(=O)Nc1ccc2c(c1)CCC2	11%	1%	.	3%	7%	0.1	-9%	1%
Cc1[nH]nc(SCC(=O)N(C)c2ccccc2)c1[N+](=O)[O-]	0%	-10%	2	-1%	16%	-2.7	-13%	6%
CCSc1ccccc1C(=O)NCc1ccc(OC)cc1	-3%	3%	.	2%	0%	-0.9	-8%	-3%
O=C(NCCc1ccccc1)c1n[nH]c2ccccc12	5%	-16%	2	-2%	1%	-3.2	-2%	-5%
Cc1cc(C)cc(C(=O)NCC(=O)N(C)CCOc2ccccc2)c1	4%	-18%	0	-1%	9%	-0.4	-12%	5%
Cc1ccc(NC(=O)c2cc(S(=O)(=O)N3CCOCC3)ccc2F)c(C)c1	-7%	-2%	.	0%	-3%	-2.3	-15%	1%
Cn1c(-c2ccc3c(c2)OCO3)cnc1NCc1ccc(Cl)cc1	2%	-10%	.	0%	1%	-0.1	-2%	-3%
COCC(C)NC(=O)CCSc1nc(-c2ccc(OC)cc2)cc(C(F)(F)F)n1 (stereo not drawn)	-16%	-10%	11	0%	0%	1.1	-19%	-4%
CO[C@@H]1CN(C)C(=O)c2cc(NC(=O)C3CC3)ccc2OC[C@H](C)N(C(=O)CN2CCOCC2)C[C@@H]1C	-2%	-1%	-12	.	-8%	.	-5%	4%
CC(C)CN(CCNC(=O)CN1C(=O)COc2ccc(S(=O)(=O)N3CCC(C)CC3)cc21)CC(C)C	6%	-21%	3	-1%	-7%	1.0	-1%	-12%
O=C(CCNC(=O)c1ccccc1)NNC(=O)COc1ccccc1Cl	-11%	5%	4	1%	5%	-0.2	-2%	2%
CC1(C)CC(=O)C2=C(C1)OC(N)=C(C#N)C2c1ccccc1OC(=O)N1CCOCC1 (stereo not drawn)	-7%	5%	.	-3%	-7%	-3.0	-4%	3%
COc1cc(/C=N/NC(=O)c2ccncc2)ccc1OC(=O)c1ccc([N+](=O)[O-])cc1	4%	9%	0	1%	-4%	-0.1	-9%	-4%
c1ccc(-n2nc3c(ccc4cnnc43)[nH]2)cc1	1%	-27%	0	-4%	0%	-2.8	-30%	-6%
COc1ccccc1N1CCN(/N=C/c2cc(OC)c(O)c(OC)c2)CC1	6%	-3%	0	0%	0%	0.1	11%	-6%
CN(C)c1ccc2c3c(ccc(N(C)C)c13)C(=O)OC2	-3%	2%	-2	-1%	-7%	-2.2	0%	-5%
Cc1nc(-c2ccccc2O)n(-c2ccccc2)n1	9%	8%	-3	0%	2%	-4.6	2%	11%
CC(C)Cn1c(N)c(C(=O)COC(=O)C2Cc3ccccc3CN2S(C)(=O)=O)c(=O)n(C)c1=O (stereo not drawn)	?	-14%	-28	-9%	6%	-3.2	-9%	8%
Cc1ccc(NC(=O)NC(=O)CSc2nnc(-c3ccc(OC(F)F)cc3)n2N)c(C)c1	-8%[57.1 µM]	4%	6	-10%	-8%	-2.1	7%	12%
